Bioassay records as filed in PubChem BioAssay.
Rev-erbA mod – modulates human Rev-erb alpha binding to DNA; 370,000 tested, 0.79% active; Rev-erbα–FITC-DNA binding, fluorescence polarization, 90 min; AID 1259318; P20393; activity, % at 10 µM;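 active = activity above about 14%, limit read from the data; passing the limit was not always enough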;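 also: 0% = DMSO wells with 35 nM protein and 100% = DMSO wells with 750 nM protein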
ssDAF12 agonist – activates DAF-12 receptor from parasite S. stercoralis | HEK293 ssDAF-12/GRIP1 lit1-tk-luc reporter, luminescence; % of 3 µM dafachronic acid response | activation, % at 6.8 µM | 370,000 tested, 1% active | AID 652126;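 active = activation above the mean over all tested compounds plus 3 SD, cut at about 0.9% in these data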;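 also: 0% = DMSO-only wells and 100% = 3 µM delta7-dafachronic acid wells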
hcDAF-12 act – activates DAF-12 receptor from parasite H. contortus; HEK293 hcDAF-12 lit1-tk-luc reporter, luminescence; 0% DMSO, 100% Δ7-dafachronic acid; activation, % at 6.8 µM; 370,000 tested, 1.4% active; AID 652067;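 active = activation above the mean of all tested compounds plus 3 SD, cut at about 5.5% in these data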;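 also: 100% = response to 3 µM Δ7-dafachronic acid high control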
PG9 Ab binder – small molecules binding HIV-1 gp120 antibody PG9; TR-FRET gp120-PG9 antibody binding; inhibition, % at 6.7 µM; 360,000 tested, 0.43% active; in the data active = inhibition above about 8.5%
PLC-beta3 inh – PLC-beta3 (human) inhibition, primary screen. Purified PLC-beta3, fluorogenic substrate, fluorescence. inhibition, % at 12.2 µM. 370,000 tested, 0.18% active. AID 720704; in the data active = inhibition above about 11%;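 also: 0% = median of compound wells on plate and 100% = full blocker control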
SMARCA2 act – activators of SMARCA2 function. MG213 cells, MMTV-luciferase reporter, dexamethasone, overnight. 370,000 tested, 1% active. AID 652017. activation, % at 9.1 µM; in the data active = activation above about 7.8%;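 also: 0% = vehicle wells and 100% = reference activator wells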
DAX1 inh-1 – inhibits human nuclear receptor DAX1; HEK293 Gal4-DAX1 luciferase reporter, luminescence; P51843; AID 504766; 340,000 tested, 0.99% active; inhibition, % at 6.75 µM;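 active = inhibition above the mean over all tested compounds plus 3 SD, cut at about 4.2% in these data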;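 also: 0% = DAX1-transfected cells with DMSO and 100% = empty-vector control cells with DMSO; inhibition shows as a rise in luminescence from relieved DAX1 repression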
Target sequence (P51843 207-470 limits assumed): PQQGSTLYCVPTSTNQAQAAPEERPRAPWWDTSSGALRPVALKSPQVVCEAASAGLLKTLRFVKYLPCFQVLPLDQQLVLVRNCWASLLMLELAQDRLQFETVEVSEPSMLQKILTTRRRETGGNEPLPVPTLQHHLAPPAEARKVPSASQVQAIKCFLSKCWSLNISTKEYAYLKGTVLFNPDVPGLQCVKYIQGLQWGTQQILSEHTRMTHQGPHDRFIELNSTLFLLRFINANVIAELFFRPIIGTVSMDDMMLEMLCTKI
FXN GAA850 act – increases GAA850 frataxin promoter reporter activity. activation, % at 6 µM. AID 540364. 360,000 tested, 0.56% active. HEK293 lucGAA850 FXN promoter luciferase reporter, 24 h; percent of 10 µM SAHA response;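 active = activation above the average of all compounds screened plus 3 SD, cutoff fixed separately per campaign, cut at about 7.5% in these data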;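 also: 0% = DMSO wells and 100% = 10 µM SAHA wells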
HGIII-sPLA2 inh – Inhibits HGIII-sPLA2 liposome hydrolysis, primary screen; Q9NZ20; QFRET BODIPY PC-A2 liposome hydrolysis, fluorescence; 370,000 tested, 0.56% active; AID 743126; inhibition, % at 12.2 µM;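 active = inhibition above mean plus 3 SD of compounds lying within the high and low control bounds, cut at about 19% in these data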;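 also: 0% = median of test compound wells and 100% = no enzyme DMSO wells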
Target sequence (Q9NZ20 whole entry, looked up): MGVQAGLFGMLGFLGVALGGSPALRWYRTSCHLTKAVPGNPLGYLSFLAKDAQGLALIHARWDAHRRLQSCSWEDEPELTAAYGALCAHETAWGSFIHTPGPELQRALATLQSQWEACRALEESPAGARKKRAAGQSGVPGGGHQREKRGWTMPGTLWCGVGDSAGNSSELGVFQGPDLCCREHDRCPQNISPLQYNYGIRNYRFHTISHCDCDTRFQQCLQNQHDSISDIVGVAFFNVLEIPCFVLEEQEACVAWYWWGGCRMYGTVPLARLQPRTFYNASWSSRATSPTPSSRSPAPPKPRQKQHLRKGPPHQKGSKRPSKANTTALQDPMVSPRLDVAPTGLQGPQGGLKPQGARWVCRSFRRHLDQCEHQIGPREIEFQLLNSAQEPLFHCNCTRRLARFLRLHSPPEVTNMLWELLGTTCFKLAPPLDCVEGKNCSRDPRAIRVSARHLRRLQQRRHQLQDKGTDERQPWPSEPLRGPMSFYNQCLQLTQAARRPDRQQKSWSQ
hgDAF-12 ag – activates the H. glycines DAF-12 receptor ligand-binding domain; activation, % at 6.8 µM; AID 687014; 370,000 tested, 1.8% active; HEK293 GAL4-hgDAF12 UAS-luciferase reporter, agonist luminescence; normalized to butyrate control;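 active = activation above a cutoff set at the mean of all screened compounds plus 3 SD, cut at about 10% in these data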;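 also: 0% = DMSO wells and 100% = sodium butyrate wells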
DAX1 inh-2 – blocks DAX1 repression of SF-1 activated StAR promoter | AID 652010 | 370,000 tested, 1.1% active | inhibition, % at 6.8 µM | HEK293T StAR-luciferase reporter, SF-1/DAX-1 repression relief;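 active = inhibition above the mean over all tested compounds plus 3 SD, cut at about 3.6% in these data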;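 also: 0% = DAX-1 cells with DMSO and 100% = cells lacking DAX-1 with DMSO; higher inhibition means more luminescence from relief of DAX-1 repression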
* hit, by the source's call; i = inactive; · = no result given. No enrichment for hits; overall some 7% were active at least once.

SMILES	Rev-erbA mod	ssDAF12 agonist	hcDAF-12 act	PG9 Ab binder	PLC-beta3 inh	SMARCA2 act	DAX1 inh-1	FXN GAA850 act	HGIII-sPLA2 inh	hgDAF-12 ag	DAX1 inh-2
CC(=O)NC(Cc1c[nH]c2ccccc12)C(=O)OCC(=O)N1CCCCCC1 (configuration not stated)	0	-1.7	-1.5	3.6	-3	-1	-0.2	-0.3	-10	-1.5	-0.4
O=C(C1COc2ccccc2O1)N1CCN(Cc2ccc3c(c2)OCO3)CC1 (configuration not stated)	4	-1.4	-2.2	-0.5	3	-3	-0.6	0.6	-7	1.7	0.1
CCOC(=O)[C@]12CCCC3=C1N(CCC3)C(=O)[C@@H](CC(=O)NCc1ccc(OC)c(OC)c1)C2	1	-0.7	-2.0	·	4	8.0*	·	·	6	-3.7	1.8
CSc1ccccc1NC(=O)CN(C)C(=O)c1ccc(-n2cccn2)cc1	0	-1.2	-0.5	1.0	-5	-3	0.2	2.8	2	0.2	2.9
O=C(Nc1ccccc1F)N1CCCC1c1cccnc1 (configuration not stated)	5	-1.0	-0.4	-1.6	-9	-2	3.2	-2.1	14	-0.6	0.1
CCOc1ncnc2c1sc1nc(C)cc(C)c12	8	-1.5	-1.2	-0.7	-9	-5	-1.9	1.8	15	-0.8	0.3
CCCCn1c(N)c(N(CC(C)C)C(=O)C2=NN(c3ccccc3)C(=O)CC2)c(=O)[nH]c1=O	-5	-0.7	2.9	-0.2	-11	-1	-0.1	0.3	1	-0.8	1.1
O=C(CC(c1ccccc1)c1ccccc1O)NCc1ccccc1 (configuration not stated)	-4	-0.3	1.3	-1.1	-3	-7	-0.4	0.8	-7	-2.1	-0.6
Cc1cc(C)nc(/N=C(\N)Nc2ccccc2-c2ccccc2)n1	2	-2.4	-2.4	-1.1	0	-6	-0.3	-4.5	-1	-3.5	-0.5
N#Cc1c(N)nc2c(c1-c1cccnc1)CCCCC2	3	-1.6	0.2	-0.3	-193	-3	1.0	0.7	1	-0.4	0.5
C[C@@H]1C(=O)N(c2ccccc2)[C@@H]1c1ccncc1	-5	-1.4	-1.0	-0.8	0	2	-0.5	-0.8	1	0.4	1.1
COc1cc(C(=O)Nc2ccc(S(=O)(=O)N3CCCCC3)cc2)ccc1OCC(=O)N1CCOCC1	-7	-1.1	-0.7	-1.9	-7	2	0.0	-1.1	-6	-5.0	-1.4
O=C1CN(C(=O)COC(=O)[C@@H]2CCCN2S(=O)(=O)c2ccc(Cl)cc2)c2ccccc2N1	-3	-1.1	-0.1	0.2	-1	-1	1.7	0.9	-2	-1.1	-1.0
Cc1ccc(S(C)(=O)=NC(=O)c2cc(C)on2)cc1 (configuration not stated)	6	-1.0	2.3	-0.7	-5	1	1.1	0.6	-1	1.6	0.1
CCC(C)CNC(=O)CN1C(=O)C2CCCCN2C(=O)c2ccccc21 (configuration not stated)	4	-0.6	0.2	·	-1	0	·	·	5	-1.9	0.5
CC(=O)N1CCN(S(=O)(=O)c2cccc(C(=O)NC3CCCc4ccccc43)c2)CC1 (configuration not stated)	1	-1.1	-2.4	1.2	5	-6	0.9	-2.1	1	-0.8	-0.4
CCCNC(=O)C1CC(c2ccc(C(F)(F)F)cc2)=NO1 (configuration not stated)	0	-0.9	-3.1	0.7	1	1	1.4	0.0	1	3.6	0.0
Cc1cc(NC(=O)CSc2ncnc3ccccc23)no1	-4	-0.8	-0.3	-0.5	-3	-2	-0.3	1.4	3	-2.5	0.4
c1ccc(Nc2nc3ccccc3n3cnnc23)cc1	0	-0.7	-0.7	0.1	-24	4	0.3	1.2	10	2.0	-0.9
COc1ccc(S(=O)(=O)N2CCC(C(=O)Oc3cccc(C)c3)CC2)cc1OC	4	-1.0	-2.0	-1.5	-5	3	0.9	0.4	0	3.1	-0.6
CCCNC(=O)CSc1nnc(-c2ccccc2Br)n1-c1cccc(C(F)(F)F)c1	-1	-2.1	-1.6	0.9	1	1	1.7	-1.0	-6	0.6	-0.3
CC(=O)N1CCN(c2ccc([N+](=O)[O-])cc2)CC1	9	-0.6	-2.2	-1.7	2	3	-0.2	2.4	0	1.2	-1.0
COC(=O)C1(C)NC(c2ccc(OC)cc2)C2C(=O)N(c3ccccc3)C(=O)C21 (configuration not stated)	-4	-1.1	-0.8	-1.6	5	-1	-0.5	1.6	-3	0.8	0.1
Cc1ccc2c(CN3CCN(S(=O)(=O)c4ccc(Cl)cc4)CC3)cc(=O)oc2c1C	2	-0.9	2.9	2.4	-9	-1	0.5	1.1	3	-1.7	-0.3
Cc1ccc(C(=O)Nc2cccnc2Cl)cc1Cl	7	0.6	8.0*	-2.5	-52	8.3*	6.0*	6.0	-3	8.1	1.4

Next section
SMILES	Rev-erbA mod	ssDAF12 agonist	hcDAF-12 act	PG9 Ab binder	PLC-beta3 inh	SMARCA2 act	DAX1 inh-1	FXN GAA850 act	HGIII-sPLA2 inh	hgDAF-12 ag	DAX1 inh-2
Cc1cc(C)cc(OCC(O)CN2C(=O)NC(C)(C)C2=O)c1 (configuration not stated)	-1	-1.4	0.4	1.0	1	1	0.1	-2.3	1	-1.1	0.6
O=C1CC(N2CCN(C/C=C/c3ccccc3)CC2)C(=O)N1CCc1ccccc1 (configuration not stated)	1	-1.6	-3.5	-0.9	-2	-2	-1.9	-4.0	-13	-3.9	-0.8
c1ccc(-n2cnc3cc(NCc4ccncc4)ccc32)cc1	-5	-1.1	1.6	-5.7	-48	6	2.7	-3.7	10	5.3	0.0
c1ccc(N2CC3COc4ccccc4C3=N2)cc1 (configuration not stated)	-5	2.8*	16*	0.6	i	3	4.1	4.2	5	20*	3.9*
CC(C)(C)CCN1CCC(CN2CCNC2=S)CC1	7	-0.2	0.9	-1.6	1	-3	0.6	0.0	9	-1.7	-0.5
O=C(NCc1ccccc1)c1cc(C2COCCN2C(=O)CCc2ccccc2)on1 (configuration not stated)	-1	-1.2	-1.1	1.2	3	-2	·	-2.2	-4	0.3	-1.0
Cc1cc(C)c(C#N)c(SCC(=O)Nc2nonc2N)n1	2	-1.0	1.6	0.5	-429	1	0.1	3.1	6	4.5	0.6
O=C(OCc1ccccc1)[C@H](Cc1ccccc1)NC(=O)[C@@H]1CC=C[C@@H]2CCN(C3CCCCC3)C(=O)[C@@H]21	0	-1.0	1.6	·	1	·	·	·	-9	0.4	·
O=C(N/N=C/c1cccc(OC(=O)c2cccc(Br)c2)c1)c1ccncc1	-4	-1.1	-0.4	0.7	-10	0	1.0	1.1	-8	-1.2	1.2
O=C1C(=O)N(Cc2cccnc2)C(c2cccc(Br)c2)/C1=C(/O)c1ccc2c(c1)OCO2 (configuration not stated)	6	0.4	0.5	37*	-8	-1	0.3	1.8	-4	2.8	1.0
O=C(NC1CCN(Cc2ccccc2)CC1)C1CCN(S(=O)(=O)c2ccccc2)CC1	-1	-1.4	-2.9	-0.7	-4	-6	-1.4	-0.8	-5	-2.2	-0.7
Cc1ccccc1CS(=O)(=O)Cc1ccc(C(=O)NCCCN2CCCC2=O)o1	-4	-2.1	-1.0	-0.9	4	-3	2.4	0.5	-1	-2.2	-0.3
COc1ccc(Cl)cc1Cn1c(C)c(C(=O)NCc2ccccc2C(F)(F)F)sc1=O	6	0.5	0.7	2.2	4	-1	·	0.5	3	0.1	-0.6
CSc1nnnn1-c1cccc(O)c1	-2	0.0	0.2	-2.5	-3	3	1.4	0.2	-2	3.1	-0.1
O=C(NC1CCCC1)c1cc(-c2ccc(Cl)cc2)on1	9	0.2	5.1	-2.0	-5	5	3.3	3.5	19*	7.2	1.4
CCOc1ccccc1N(CC(=O)NCCOC)C(=O)CCC(=O)Nc1ccccn1	-1	-1.4	-0.8	-2.3	3	-2	-0.3	2.1	-2	-2.9	-0.4
Cc1nc(Cl)c(C#N)c2c1CCCC2	-7	-1.4	-0.9	-0.1	-5	-2	-1.0	0.6	2	-1.4	0.9
N#Cc1c(NC(=O)CCCC(=O)O)sc2c1CCCCC2	-2	-2.4	-4.0	-2.9	-7	-7	-2.0	-8.5	0	-9.4	-0.3
CCCCCCSc1cccc(-c2nc3ccc(C)cn3c2NC2CCCCC2)c1	1	-1.4	-1.7	0.0	-74	-1	0.3	1.2	1	-0.4	-0.2
CCOc1ccc(NC(=O)c2ccc(F)cc2F)cc1	0	-0.2	1.7	0.7	3	2	0.1	5.4	-2	9.7	1.6
CCCNC(=O)C1(C)CCN(C(=O)c2cc(C(C)(C)C)nn2C)C1 (configuration not stated)	-4	-0.6	-2.2	1.5	4	-4	·	1.0	0	-1.2	-1.0
COc1ccc(C2=C(Nc3ccccc3)c3ccccc3C2=O)cc1	-3	-1.5	-1.6	-1.9	-2	-3	-0.7	-2.2	10	1.4	0.1

Part of the list above, with two lines to a compound.
Every second line gives: Rev-erbA mod	ssDAF12 agonist	hcDAF-12 act	PG9 Ab binder	PLC-beta3 inh	SMARCA2 act	DAX1 inh-1	FXN GAA850 act	HGIII-sPLA2 inh	hgDAF-12 ag	DAX1 inh-2
> CC(=O)NC(Cc1c[nH]c2ccccc12)C(=O)OCC(=O)N1CCCCCC1 (configuration not stated)
    0	-1.7	-1.5	3.6	-3	-1	-0.2	-0.3	-10	-1.5	-0.4
> O=C(C1COc2ccccc2O1)N1CCN(Cc2ccc3c(c2)OCO3)CC1 (configuration not stated)
    4	-1.4	-2.2	-0.5	3	-3	-0.6	0.6	-7	1.7	0.1
> CCOC(=O)[C@]12CCCC3=C1N(CCC3)C(=O)[C@@H](CC(=O)NCc1ccc(OC)c(OC)c1)C2
    1	-0.7	-2.0	·	4	8.0*	·	·	6	-3.7	1.8
> CSc1ccccc1NC(=O)CN(C)C(=O)c1ccc(-n2cccn2)cc1
    0	-1.2	-0.5	1.0	-5	-3	0.2	2.8	2	0.2	2.9
> O=C(Nc1ccccc1F)N1CCCC1c1cccnc1 (configuration not stated)
    5	-1.0	-0.4	-1.6	-9	-2	3.2	-2.1	14	-0.6	0.1
> CCOc1ncnc2c1sc1nc(C)cc(C)c12
    8	-1.5	-1.2	-0.7	-9	-5	-1.9	1.8	15	-0.8	0.3
> CCCCn1c(N)c(N(CC(C)C)C(=O)C2=NN(c3ccccc3)C(=O)CC2)c(=O)[nH]c1=O
    -5	-0.7	2.9	-0.2	-11	-1	-0.1	0.3	1	-0.8	1.1
> O=C(CC(c1ccccc1)c1ccccc1O)NCc1ccccc1 (configuration not stated)
    -4	-0.3	1.3	-1.1	-3	-7	-0.4	0.8	-7	-2.1	-0.6
> Cc1cc(C)nc(/N=C(\N)Nc2ccccc2-c2ccccc2)n1
    2	-2.4	-2.4	-1.1	0	-6	-0.3	-4.5	-1	-3.5	-0.5
